mcGAS MS inh = inhibitors of Mus musculus cyclic GMP-AMP synthase, initial high-throughput assay, cell-free, RapidFire MS | Q8C6L5 | recombinant mouse cGAS, cGAMP by RapidFire MS | inhibition, % at 12.5 µM | 130,000 tested, 0.18% active | AID 1259397, 2018;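 active = inhibition of cGAS enzyme activity at or above 60%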;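 note: enzyme stimulated by 45 bp dsDNA with ATP and GTP substrates; cGAMP share of summed cGAMP plus half ATP and half GTP signals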
Target sequence (Q8C6L5 whole entry, looked up): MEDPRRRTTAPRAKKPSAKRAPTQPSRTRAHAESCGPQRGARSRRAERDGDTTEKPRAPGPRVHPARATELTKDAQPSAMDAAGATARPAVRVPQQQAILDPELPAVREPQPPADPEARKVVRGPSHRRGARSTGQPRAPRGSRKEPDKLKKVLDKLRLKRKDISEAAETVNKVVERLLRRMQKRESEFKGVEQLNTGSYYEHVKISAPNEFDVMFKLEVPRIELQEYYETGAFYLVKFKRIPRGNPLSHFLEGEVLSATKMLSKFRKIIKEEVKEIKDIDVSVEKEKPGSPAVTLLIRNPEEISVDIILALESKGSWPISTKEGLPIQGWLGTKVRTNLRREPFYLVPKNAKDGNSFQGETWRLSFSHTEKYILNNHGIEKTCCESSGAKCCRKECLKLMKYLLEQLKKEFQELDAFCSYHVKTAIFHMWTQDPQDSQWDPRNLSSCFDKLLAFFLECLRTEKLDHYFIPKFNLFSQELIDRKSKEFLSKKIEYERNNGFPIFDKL
Active calls of the source: *; & = joins results of further samples.

SMILES	mcGAS MS inh
CCn1c(SCC(C)C)nc2cc(S(N)(=O)=O)ccc21	10
O=C1CNc2c(c(=O)oc3ccccc23)N1	96*
Cc1c(C)n2c3c(=O)n(CC(C)C)c(=O)n(C)c3nc2n1C(C)C	-7
COc1cc(C)c(-c2nc(CN3CCOC(CCO)C3)c(C)o2)cc1C (centres undefined)	-6
Cc1nc(-c2ccsc2)sc1C(=O)NC12CC3CC(CC(C3)C1)C2	-15&3
COc1ccc(C(=O)Nc2ccc3c(c2)OC(F)(F)O3)cc1S(=O)(=O)NC1CC1	-2
CCN(CC)CC(=O)N(CC1CCN(CCOC)CC1)CC1CCCN1CC (centres undefined)	-1
COc1ccc(CNC(=O)CCC2CCCN(Cc3nc4ccccc4[nH]3)C2)c(OC)c1 (centres undefined)	-7
Cc1nc(C(=O)NC(C2CC2)C2CC2)nn1-c1ccccc1Cl	-8
CC(=O)c1ccc2c(c1)N(Cc1ccc(C)cc1)C(=O)C(C)S2 (centres undefined)	-2
COCC1(C(=O)N(C)Cc2nnc(-c3ccccc3)o2)CCC1	-17
CCn1ccnc1CN1CCC(CNC(=O)C2CCCCC2)C1 (centres undefined)	-53
CC(C)c1ccc(C(=O)Oc2ccc(/C=C3\C(=N)N4N=CSC4=NC3=O)cc2)cc1	0
Cc1cccc(Cn2c(NC3CCCC3)nc3c2c(=O)[nH]c(=O)n3C)c1	0
CCCCN1CCN(C(=O)c2snnc2CC)CC1=O	-26
COc1ncccc1C(=O)N1CCCC(N2CCN(Cc3ccc4c(c3)OCO4)CC2)C1 (centres undefined)	-2&-1
CN(Cc1ccccc1Cl)C(=O)Cc1csc(N2CCCC2=O)n1	-4
Cc1cnccc1CN(C)C(=O)[C@H](N)CC(C)C	-10
O=C1CCCN1C1CCN(c2ncccc2C(F)(F)F)CC1	-20
Cc1cc(C(=O)N=c2sc3ccccc3n2C)nn1C	-5
Cc1ccc(F)c(Oc2cc(N3CCNC(C)C3)ncn2)c1 (centres undefined)	-2
CCCOc1ncccc1CNc1c(F)cc(C#N)cc1F	-1
Cc1nccc(-c2cccc(NCC(=O)N3CCCCCCC3)c2)n1	-17
C=CCN(c1ccc(Cl)cc1)S(=O)(=O)c1ccc(Cl)c(C(=O)O)c1	-1
CCOCc1nccc(-c2cc(C(=O)O)ccn2)n1	8
O=C(Cn1cnc2sccc2c1=O)Nc1ccc2c(c1)CCC2	-6
CC(C)c1nc(Cn2ccnc2-c2ccc(-c3ccn[nH]3)s2)no1	-7
O=C(NCC1(c2cccc(Br)c2)CCOCC1)c1ccco1	-9
Cn1nnc2cc(C(=O)N3[C@@H]4CC[C@H]3CNC(=O)C4)ccc21	-4
Cc1c(C(=O)NCc2ccc3c(c2)OCCO3)sc(=O)n1Cc1ccccc1C#N	-3
O=C(NCCNc1ccc(Nc2ccncc2)nn1)C1CCCC1	-5
CCCCCCCCCCCCCCCCCCOCC(O)CO (centres undefined)	1
COc1ccc(Cl)cc1-c1ncncc1C(C)C	-16
CCNC(=O)N1CCCC(OCc2ccc(F)cc2)C1 (centres undefined)	-7
O=S(=O)(Nc1ccccc1I)c1ccccc1	-8
CN(Cc1ncc[nH]1)Cc1ccccc1C(=O)O	-17
CCC(C)(C)NC(=O)CN1CCC(C(=O)N(C)C)CC1	5
O=C(Cn1cnc2sccc2c1=O)N1CCC2CCCCC2C1 (centres undefined)	-14
O=C(C1CCOC1)N1CCOc2c(O)cc(-c3cccnc3)cc2C1 (centres undefined)	-9
CN(Cc1ccc(Cl)c(Cl)c1)C(=O)NCc1ccccc1S(=O)(=O)N1CCCCC1	-5
CC(C)c1ccc(NC2CCCN(C(=O)Nc3ccc4c(c3)OCO4)C2)cc1 (centres undefined)	-2
Cc1cc(-n2c(C)cc(C(=O)Cn3cc(S(=O)(=O)N4CCCC4)ccc3=O)c2C)no1	5
N#CC1C(=N)Oc2n[nH]c(-c3ccc(Br)cc3)c2C1c1ccsc1 (centres undefined)	-4
Cc1cc(-n2c(CCc3ccccc3)nnc2SCC(=O)O)n(C)n1	-12
O=C(Cn1cnc2c(nnn2-c2ccc(F)cc2)c1=O)N1CCCCC1	8
Cc1[nH]c(=O)sc1C(=O)NCc1ccc2c(c1)OCO2	-2
COc1ccc(OC)c(-c2cc(C(=O)N3CC(c4nc(-c5ccncc5)no4)C3)[nH]n2)c1	-3
Cc1ccc(S(=O)/C(F)=C/c2ccccc2)cc1 (centres undefined)	4
Cc1cc(C)n(CC2CN(CC(=O)Nc3c(C)n[nH]c3C)CCO2)n1 (centres undefined)	-6
O=c1c(O)c(-c2cc(Cl)cc3c2OCOC3)oc2ccc(Cl)cc12	1
CC(CNC(=O)c1ccc(F)cc1)N1CCN(C)CC1 (centres undefined)	-4
O=C1N[C@H]2C[C@@](O)(N1)[C@@H]1OC[C@H]2O1	-12
CCn1c(N2CCN(Cc3ccc(Cl)c(Cl)c3)CC2)nc2c1c(=O)[nH]c(=O)n2C	-7
O=C(c1cccc(-c2cn[nH]c2)c1)N1CCCC(CCc2ccc(F)cc2)C1 (centres undefined)	8
C=CCSc1nnc2nc(C)cc(C)n12	10
CCn1nnc2c(SCc3cc(C)ccc3C)ncnc21	-3
FC(F)(F)c1ccc2c(c1)Oc1sc(Cl)cc1NC2=S	-6
Cc1c(Cl)cccc1NC(=O)C(C)N(C)Cc1nc2ccccc2o1 (centres undefined)	-4
O=C(NCC1CCN(Cc2ccccc2OC(F)F)C1)C1CCC1 (centres undefined)	-29
CC(O)C1CCN(C(=O)c2cccc(C(F)(F)F)c2F)CC1 (centres undefined)	-2

(list continues)
SMILES	mcGAS MS inh
COc1ccccc1/C=C/C1=NC(=C\c2cc(OC)c(OC)c(OC)c2)/C(=O)O1	4
COc1ccc(F)cc1CSCc1nnc(C2CC2)o1	-12
CCN(CC)CCNC(=S)NC1CCCCC1	-12
COC(=O)C(C)CN(Cc1ccccc1)Cc1ccon1 (centres undefined)	-6
C=C1CC2C3CC[C@@]4(OCOC45COCO5)[C@@]3(C)C(O)CC2[C@@]2(C)CCC(=O)C=C12 (some centres undefined)	0
Cc1cc(C(=O)N2CCCC(CNC(=O)c3ccc(F)cc3)C2)n(C)n1 (centres undefined)	-2
Cc1ccccc1CN1CCCN(C(=O)C(C)c2c(C)noc2C)CC1 (centres undefined)	-9
O=C(O)c1cc2c(C(F)(F)F)cc(-c3ccco3)nc2o1	-3
C=CCn1c(=O)c2c(nc3n2CCCN3c2cc(C)cc(C)c2)n(C)c1=O	-1
O=C(Cc1ccc(Cl)cc1)N1CCN(c2ccc3nnc(-c4ccco4)n3n2)CC1	-3
CCCc1cc(C(=O)NC(C)c2ccccn2)sc1C (centres undefined)	-2
O=C(Cc1n[nH]c(=O)c2ccccc12)OCc1cc(=O)oc2cc3c(cc12)CCC3	-8
CCCNC(=O)C1(C)CCN(Cc2ccc(C)c3ccccc23)C1 (centres undefined)	-8
C=CCC(=O)N1CCC2(CCCN(CCc3ccccc3)C2)C1 (centres undefined)	-5
COC(=O)c1ncn(CN(CC2CCCCC2)C2CC2)n1	-10

A second format for part of the listing above.
mcGAS MS inh | SMILES
-4 | Cc1c(Cl)cccc1NC(=O)C(C)N(C)Cc1nc2ccccc2o1 (centres undefined)
-29 | O=C(NCC1CCN(Cc2ccccc2OC(F)F)C1)C1CCC1 (centres undefined)
-2 | CC(O)C1CCN(C(=O)c2cccc(C(F)(F)F)c2F)CC1 (centres undefined)
4 | COc1ccccc1/C=C/C1=NC(=C\c2cc(OC)c(OC)c(OC)c2)/C(=O)O1
-12 | COc1ccc(F)cc1CSCc1nnc(C2CC2)o1
-12 | CCN(CC)CCNC(=S)NC1CCCCC1
-6 | COC(=O)C(C)CN(Cc1ccccc1)Cc1ccon1 (centres undefined)
0 | C=C1CC2C3CC[C@@]4(OCOC45COCO5)[C@@]3(C)C(O)CC2[C@@]2(C)CCC(=O)C=C12 (some centres undefined)
-2 | Cc1cc(C(=O)N2CCCC(CNC(=O)c3ccc(F)cc3)C2)n(C)n1 (centres undefined)
-9 | Cc1ccccc1CN1CCCN(C(=O)C(C)c2c(C)noc2C)CC1 (centres undefined)
-3 | O=C(O)c1cc2c(C(F)(F)F)cc(-c3ccco3)nc2o1
-1 | C=CCn1c(=O)c2c(nc3n2CCCN3c2cc(C)cc(C)c2)n(C)c1=O
-3 | O=C(Cc1ccc(Cl)cc1)N1CCN(c2ccc3nnc(-c4ccco4)n3n2)CC1
-2 | CCCc1cc(C(=O)NC(C)c2ccccn2)sc1C (centres undefined)
-8 | O=C(Cc1n[nH]c(=O)c2ccccc12)OCc1cc(=O)oc2cc3c(cc12)CCC3
-8 | CCCNC(=O)C1(C)CCN(Cc2ccc(C)c3ccccc23)C1 (centres undefined)
-5 | C=CCC(=O)N1CCC2(CCCN(CCc3ccccc3)C2)C1 (centres undefined)
-10 | COC(=O)c1ncn(CN(CC2CCCCC2)C2CC2)n1

The main list resumes, repeating the two entries before the break.
SMILES	mcGAS MS inh
C=CCC(=O)N1CCC2(CCCN(CCc3ccccc3)C2)C1 (centres undefined)	-5
COC(=O)c1ncn(CN(CC2CCCCC2)C2CC2)n1	-10
O=C(NCc1cccnc1N1CCCCCCC1)[C@H]1C[C@@H]2C=C[C@H]1C2	-9
COC(=O)c1ccc(-c2noc(CN(C)C3CCOC3)n2)cc1 (centres undefined)	-10
CCOCCn1c(=O)c2c(nc3n2CC(C)CN3c2ccc(C)cc2)n(C)c1=O (centres undefined)	-7
CCN(C(=O)c1coc(COc2ccc(OC)cc2)n1)[C@H]1COC[C@@H]1O	-9
O=C(NCCCC1CCCCC1)C1CCN(c2ncccn2)CC1	-3
CC(Cc1cccc(Br)c1)NC(=O)c1cnn2cccnc12 (centres undefined)	-8
O=C(NCCC1=CCCCC1)C1CCC(=O)N(CCCc2ccccc2)C1 (centres undefined)	-1
CC(=O)N=c1c(C#N)cc2c(=O)n3cccc(C)c3nc2n1Cc1ccco1	-9
C/C(=N/Nc1nc(Cl)c(C#N)c(Cl)c1Cl)c1ccc(N)cc1	39
CSc1nc2ncc3c(=O)n(C)ccc3n2n1	-5
COc1ccc(/C(C)=N/NC(=O)CSc2nnc(-c3ccccc3)n2-c2ccccc2)cc1	-5
Cc1nn(CC(=O)N(CC(C)C)C2CCS(=O)(=O)C2)c(C)c1[N+](=O)[O-] (centres undefined)	-10
O=C1/C(=C\c2ccco2)NC(=S)N1c1ccccc1	6
COCCN1CCC(CN2CC[C@@H](c3sccc3C)[C@H](O)C2)CC1	-17
CC(NC(=O)NC(c1nccs1)C1CC1)c1nnc2ccccn12 (centres undefined)	-2
CC(C)NC(=O)c1nnc2n1CCN(C(=O)C1CC1)C2	-2
CC(C)Oc1ccc(CN2CCC2(C)C(=O)Nc2ccc3c(c2)OCCO3)cc1 (centres undefined)	-7
c1nc(N2CCC(c3nn[nH]n3)CC2)c2cc[nH]c2n1	-8
CCOc1c(OC)cc(CNS(=O)(=O)c2ccc(C#N)cc2)cc1OC	0
COc1ccc(-c2cccc3c(C(N)=O)cccc23)cn1	-11
O=C(CN1CCSC1=O)Nc1ccc(OC(F)(F)F)cc1	-6
Clc1ccc(C=NCc2ccc3c(c2)OCO3)cc1	1
O=C(NCC(=O)N1CCCC1)c1cc(-c2cccc(Cl)c2)on1	-1
O=C(O)c1ccc(N2C(=O)CC(Nc3ccc(Cl)cc3)C2=O)cc1 (centres undefined)	-5
O=C(NCC(O)c1ccsc1)C1CC1c1cccc(F)c1F (centres undefined)	-8
Cc1cc(C)cc(CC(=O)N2CCC2(C)C(=O)NS(=O)(=O)c2cccc(C)c2)c1 (centres undefined)	-2
CNc1ccc(-c2cncc3ccccc23)cn1	-6
CCOC(=O)c1nn(-c2ccccc2Cl)c(=O)cc1OS(=O)(=O)c1ccc(Cl)s1	2
Cc1c(C)n(Cc2ccccc2)c2ccc(C(=O)OCCCN(C)C)cc12	-8
O=C1N(Cc2ccc(F)cc2)c2ccccc2OC1(F)F	-4
Cc1csc(NC(=O)N(CCN(C)C)Cc2cccc(C#N)c2)n1	7
CC(C)c1cc(=O)n2c(n1)SCC2CC(=O)Nc1cccnc1 (centres undefined)	-2
CC1CC1c1ccc(/C=C2/SC(N)=NC2=O)o1 (centres undefined)	-11
Cc1cnc2c(c1)NC(=O)CN2C(=O)c1sc(-c2ccc(F)cc2)nc1C	0
Nc1ccc(Cl)cc1S(=O)(=O)N1CCCCC1	-7
COc1ccc(C2CCCCN2C(=O)CN2C(=O)C(CC(C)C)NC(=O)c3ccccc32)cn1 (centres undefined)	-4
Cc1cccn2c(CNCC3Cc4ccccc4CN3C)c(C(=O)N3CCOCC3)nc12 (centres undefined)	3
Cc1ccc(S(=O)(=O)NC2CCCCC2C(F)(F)F)cc1F (centres undefined)	-4
Cc1ccccc1-c1ccc(CN2CC[C@H](CO)[C@H](O)C2)cc1	3
COCCN1CCN(C(=O)CC2C(=O)NCCN2Cc2cccc(OC)c2OC)CC1 (centres undefined)	-10
COc1ccc(CCNC(=O)Nc2ccc(C)c(-n3cnnn3)c2)cc1	-3
Cc1ccc(C(NC(=O)CN2CC(=O)NC2=O)c2cccnc2)cc1C (centres undefined)	-24
Cc1noc(C)c1CN(C)C(=O)c1ccc(CNC(N)=O)cc1	-5
CN(C)c1cc(C(=O)NC2CCCCC2n2cccn2)cc(Cl)n1 (centres undefined)	-1
COc1cc(OC)c2c(=O)cc(-c3ccccc3)oc2c1C1=COC(C)(C)C1=O	-14
COC(=O)CC1CSCCN1Cc1csc(C(C)C)n1 (centres undefined)	-3
CCOC(=O)N1CCN(c2c(Cl)cccc2NC(=O)c2ccccc2C)CC1	-7
Cc1ccccc1-n1cc(CN(C)C(=O)c2cc3n(n2)CCN(C)C3)cn1	-9
O=C(Cn1cnc2sc3c(c2c1=O)CCC3)NCC1CCCCC1	-3
Cc1ccc(C2=N/C(=C\c3ccc(F)cc3)C(=O)O2)cc1C	-5
O=C(CSc1ncccn1)N1CCCC(c2n[nH]c(=O)n2-c2ccccc2)C1 (centres undefined)	-28
CN(Cc1ccc2ccccc2c1)Cc1nc(N)nc(N)n1	-16
O=C(NCCC1=CCCCC1)C(=O)NC1CC1	3
CC1(C)Cc2c(ccc3ccccc23)C2=C(C#N)C(=O)C(=O)N21	4
N#Cc1cccc(C(=O)Nc2ccc(C3=CSC4=NCCCN34)cc2)c1	-7
CC(C)c1ccccc1NC(=O)C(C)N(C)CC1CCCN(C)C1 (centres undefined)	-32
Cc1ccc(CNC(=O)Nc2ccccc2N2CCCC2)cc1	0
Cc1cc(C)n(C(=O)CCCCCC(=O)n2nc(C)cc2C)n1	-1

Bioassay records (PubChem BioAssay)

An excerpt; rates above refer to the full screens.
